Screening results from PubChem.
KDM5B inhibitor – KDM5B demethylase inhibition; Potency, µM (series often up to 57.7 µM), for the others: at the top dose activity change, negative = inhibition, actives largely listed as inhibitors; 220,000 compounds, 2.6% hits; KDM5B demethylase, FDH-coupled NADH fluorescence (FDH is formaldehyde dehydrogenase); active = well fitted inhibition curve with a large enough effect; inconclusive = small, poorly fitted or top-dose-only effect; inactive = no such curve, though single readings can be large or run the other way; also: 0% is about no effect; nearly all actives have a fitted effect of over 70% in size
Target sequence (Q9UGL1 whole entry, looked up): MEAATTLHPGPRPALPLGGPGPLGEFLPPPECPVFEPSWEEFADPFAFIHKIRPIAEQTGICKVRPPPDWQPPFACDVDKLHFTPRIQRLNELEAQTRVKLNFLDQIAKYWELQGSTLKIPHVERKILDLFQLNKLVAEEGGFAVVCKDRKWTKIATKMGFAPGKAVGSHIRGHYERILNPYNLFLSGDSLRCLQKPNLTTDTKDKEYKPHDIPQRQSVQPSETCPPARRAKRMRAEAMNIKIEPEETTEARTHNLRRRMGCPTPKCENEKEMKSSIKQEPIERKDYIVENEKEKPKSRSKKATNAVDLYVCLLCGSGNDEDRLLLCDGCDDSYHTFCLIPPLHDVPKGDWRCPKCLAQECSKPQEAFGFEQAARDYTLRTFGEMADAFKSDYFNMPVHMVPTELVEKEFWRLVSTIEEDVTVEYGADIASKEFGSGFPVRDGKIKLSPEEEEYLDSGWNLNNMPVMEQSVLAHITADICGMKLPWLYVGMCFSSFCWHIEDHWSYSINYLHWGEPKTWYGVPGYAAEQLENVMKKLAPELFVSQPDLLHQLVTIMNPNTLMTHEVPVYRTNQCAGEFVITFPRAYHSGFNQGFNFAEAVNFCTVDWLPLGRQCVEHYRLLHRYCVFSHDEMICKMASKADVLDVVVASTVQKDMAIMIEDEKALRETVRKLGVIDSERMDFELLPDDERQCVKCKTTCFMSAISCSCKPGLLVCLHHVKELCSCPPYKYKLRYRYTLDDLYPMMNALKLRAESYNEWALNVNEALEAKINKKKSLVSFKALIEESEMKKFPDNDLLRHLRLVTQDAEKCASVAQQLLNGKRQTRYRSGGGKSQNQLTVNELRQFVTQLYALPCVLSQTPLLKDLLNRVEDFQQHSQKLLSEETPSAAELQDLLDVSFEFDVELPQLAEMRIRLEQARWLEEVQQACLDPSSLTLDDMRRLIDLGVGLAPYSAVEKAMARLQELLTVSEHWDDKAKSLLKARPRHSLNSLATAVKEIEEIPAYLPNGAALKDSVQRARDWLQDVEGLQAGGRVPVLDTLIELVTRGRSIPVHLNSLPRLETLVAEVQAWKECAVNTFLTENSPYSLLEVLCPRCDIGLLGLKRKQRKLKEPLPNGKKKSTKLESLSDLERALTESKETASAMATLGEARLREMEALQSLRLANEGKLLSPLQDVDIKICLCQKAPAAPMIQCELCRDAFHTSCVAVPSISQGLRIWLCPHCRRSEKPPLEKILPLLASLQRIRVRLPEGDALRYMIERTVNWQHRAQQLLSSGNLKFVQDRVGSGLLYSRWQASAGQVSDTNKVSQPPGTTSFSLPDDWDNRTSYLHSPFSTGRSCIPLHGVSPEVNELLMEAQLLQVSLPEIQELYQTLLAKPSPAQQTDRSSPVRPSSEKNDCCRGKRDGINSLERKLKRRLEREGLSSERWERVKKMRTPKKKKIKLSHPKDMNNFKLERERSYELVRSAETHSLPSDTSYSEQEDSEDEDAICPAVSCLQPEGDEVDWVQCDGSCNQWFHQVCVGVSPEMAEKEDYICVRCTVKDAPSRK
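qHTS format, multiple compound concentrations. Buffer 50 mM HEPES pH 7.5/0.01% Tween-20; 200 nM KDM5BΔAP final; 10 min compound preincubation; substrate-mix levels 12.5 µM peptide, 25 µM α-KG, 0.25 mM NAD⁺; 30 min RT; ΔRFU.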
Starred values were filed as active, the others as inactive; ? = inconclusive; & = joins results of further samples; [ ] = remark or other dose. Potency is read from the fitted curve at half-maximal effect.

SMILES | KDM5B inhibitor
CC(C)CCC(=O)N1CCc2nc(N3CCN(C)CC3)sc2C1 | -19%
O=C(C1CC1)N1CCC(c2noc(-c3cnccn3)n2)C1 (centres undefined) | 7%
CCOC(=O)c1sc(NC(=O)c2c(-c3ccccc3)c(-c3ccccc3)nn(C)c2=O)nc1C | -18%
O=C(O)c1cc(=O)c2ccccc2o1 | 5%
Cc1nc2c3ccccc3nc(NNC(=O)CCC(=O)N3CCN(c4ccccc4F)CC3)n2n1 | 2%
CN1CC2(CCN(C(=O)NC3CCCCC3)CC2)CC1C(=O)N1CCOCC1 (centres undefined) | ?
CN[C@@H]1[C@H](O)[C@H](NC)[C@H]2O[C@@]3(O)C(=O)C[C@@H](C)O[C@H]3O[C@@H]2[C@H]1O | 29%
Cc1cccc(Cc2c(C)nc3c(-c4ccccc4)c(C)[nH]n3c2=O)c1 | ?
CN(C)S(=O)(=O)n1cc(/C=C(\NC(=O)c2ccccc2)C(=O)NCCCn2ccnc2)c2ccccc21 | 1%
Cc1ccc(C)c(Nc2nc3nonc3nc2Nc2cccc(C)c2C)c1 | -29%
Cc1c(Cl)cccc1NC(=O)Cn1cc(C(=O)C2CCCCC2)c2ccccc21 | -3%
CCOC(=O)c1nc(NCc2ccc(OC)cc2OC)c2ccccc2n1 | -9%
CCCC1(c2ccccc2)NC(=O)N(CC(=O)N(C)Cc2c(F)cccc2Cl)C1=O (centres undefined) | -1%
O=C([C@H]1C[C@@H](F)CN1S(=O)(=O)c1cccc(Cl)c1)N1CCOCC1 | -9%
O=C(/C=C/c1ccc(Cl)cc1)c1cccc(O)c1 | ?
CCOC(=O)c1ccc(NC(=O)c2cc(=O)c3ccc(C)c(C)c3o2)cc1 | 19%&-17%
COc1ccc(-c2noc([C@@H]3CCCN3C(=O)c3ccc(Cl)cc3OC)n2)cc1OC | 1%
CC(=O)N[C@@H](Cc1ccccc1)C(=O)O | 4%
COCCOc1ccc2c(n1)CCN(C(=O)NC1CCCC1)C2 | -20%
CCOc1ccc2nc(N3CCC(C(=O)Nc4ccccc4CC)CC3)sc2c1 | 4%
COc1ccccc1C(=O)N1CCC2(C1)C(=O)N(C)c1ccccc12 (centres undefined) | -12%[86.2 µM]
O=C(O)C1Cc2ccccc2CN1 (centres undefined) | 8%
CC(C)OCc1cc(CN2CCN(c3ccccc3)CC2)c(O)c2ncccc12 | 13%

A draw from above in order of count of non-hydrogen atoms, smallest number first.
SMILES | KDM5B inhibitor
O=C(C1CC1)N1CCC(c2noc(-c3cnccn3)n2)C1 (centres undefined) | 7%
CC(C)CCC(=O)N1CCc2nc(N3CCN(C)CC3)sc2C1 | -19%
COc1ccccc1C(=O)N1CCC2(C1)C(=O)N(C)c1ccccc12 (centres undefined) | -12%[86.2 µM]
Cc1ccc(C)c(Nc2nc3nonc3nc2Nc2cccc(C)c2C)c1 | -29%

Structural class: those above with fluorine.
SMILES | KDM5B inhibitor
Cc1nc2c3ccccc3nc(NNC(=O)CCC(=O)N3CCN(c4ccccc4F)CC3)n2n1 | 2%
CCCC1(c2ccccc2)NC(=O)N(CC(=O)N(C)Cc2c(F)cccc2Cl)C1=O (centres undefined) | -1%
O=C([C@H]1C[C@@H](F)CN1S(=O)(=O)c1cccc(Cl)c1)N1CCOCC1 | -9%

Looked up above.
In KDM5B inhibitor, CCOC(=O)c1ccc(NC(=O)c2cc(=O)c3ccc(C)c(C)c3o2)cc1 is listed with 19%&-17%
In KDM5B inhibitor, COc1ccc(-c2noc([C@@H]3CCCN3C(=O)c3ccc(Cl)cc3OC)n2)cc1OC is listed with 1%

An excerpt of these results, with the structure last.
KDM5B inhibitor	molecule
?	Cc1cccc(Cc2c(C)nc3c(-c4ccccc4)c(C)[nH]n3c2=O)c1
1%	CN(C)S(=O)(=O)n1cc(/C=C(\NC(=O)c2ccccc2)C(=O)NCCCn2ccnc2)c2ccccc21

An excerpt, so the mix of outcomes need not match the whole.
